PKA-R1A activ – activators of PKA-R1A complex; P00514+P68181; PKA-R1A dissociation, Cy5-IP20 fluorescence polarization; scaled: DMSO 0%, 113 µM cGMP 100%; activation, % at 11.4 µM; 340,000 compounds, 0.083% hits; AID 504707;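 active = percent activation above the mean of all tested compounds plus 3 SD, cut at about 19% in these data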;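 also: higher means more PKAc released from R1A so a rise in polarization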
MITF act – increases MITF-driven TRPM1 promoter luciferase signal; SK-MEL-5 TRPM1-promoter luciferase, 24 h; % of positive control, neutral wells = 0; 300,000 compounds, 0.75% hits; activation, % at 12.5 µM;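 active = mean activation of at least 80% with every replicate also reaching 80%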;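 also: 0% = neutral control wells and 100% = parthenolide positive control wells; values of inactives mirror those of a sister screen read the other way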
Arr AP2 block – blocks beta-arrestin peptide binding to AP2 adaptin; AID 504490; 340,000 compounds, 0.31% hits; FITC-arrestin peptide / GST-AP2 beads, flow cytometry; AP2 beta2 appendage carries R879A mutation; inhibition, % at 10 µM;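 active = inhibition above a set limit, near 3 SD of compounds lacking own fluorescence, cut at about 54% in these data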;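 also: plate controls were DMSO wells for no effect and 5 µM unlabelled arrestin peptide for full effect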
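System: GST-tagged AP2 beta2-adaptin appendage (R879A) on 4 µm glutathione beads / Reagent: FITC-arrestin peptide, 50 nM / Detection: HyperCyt-sampled flow cytometry, FL1 channel, ex 488/em 535 nm / Timing: 12 min plus 1 h, RT / Buffer or medium: PBS plus Tween 20 (0.05%) and BSA (0.1%)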
NSD2 HMT inh – NSD2 (human) methyltransferase inhibition; O96028; NSD2 peptide methylation, AlphaScreen, 120 min; inhibition, % at 12.5 µM; 310,000 compounds, 0.54% hits; AID 743445; in the data active = inhibition above about 50%
Target sequence (O96028 whole entry, looked up): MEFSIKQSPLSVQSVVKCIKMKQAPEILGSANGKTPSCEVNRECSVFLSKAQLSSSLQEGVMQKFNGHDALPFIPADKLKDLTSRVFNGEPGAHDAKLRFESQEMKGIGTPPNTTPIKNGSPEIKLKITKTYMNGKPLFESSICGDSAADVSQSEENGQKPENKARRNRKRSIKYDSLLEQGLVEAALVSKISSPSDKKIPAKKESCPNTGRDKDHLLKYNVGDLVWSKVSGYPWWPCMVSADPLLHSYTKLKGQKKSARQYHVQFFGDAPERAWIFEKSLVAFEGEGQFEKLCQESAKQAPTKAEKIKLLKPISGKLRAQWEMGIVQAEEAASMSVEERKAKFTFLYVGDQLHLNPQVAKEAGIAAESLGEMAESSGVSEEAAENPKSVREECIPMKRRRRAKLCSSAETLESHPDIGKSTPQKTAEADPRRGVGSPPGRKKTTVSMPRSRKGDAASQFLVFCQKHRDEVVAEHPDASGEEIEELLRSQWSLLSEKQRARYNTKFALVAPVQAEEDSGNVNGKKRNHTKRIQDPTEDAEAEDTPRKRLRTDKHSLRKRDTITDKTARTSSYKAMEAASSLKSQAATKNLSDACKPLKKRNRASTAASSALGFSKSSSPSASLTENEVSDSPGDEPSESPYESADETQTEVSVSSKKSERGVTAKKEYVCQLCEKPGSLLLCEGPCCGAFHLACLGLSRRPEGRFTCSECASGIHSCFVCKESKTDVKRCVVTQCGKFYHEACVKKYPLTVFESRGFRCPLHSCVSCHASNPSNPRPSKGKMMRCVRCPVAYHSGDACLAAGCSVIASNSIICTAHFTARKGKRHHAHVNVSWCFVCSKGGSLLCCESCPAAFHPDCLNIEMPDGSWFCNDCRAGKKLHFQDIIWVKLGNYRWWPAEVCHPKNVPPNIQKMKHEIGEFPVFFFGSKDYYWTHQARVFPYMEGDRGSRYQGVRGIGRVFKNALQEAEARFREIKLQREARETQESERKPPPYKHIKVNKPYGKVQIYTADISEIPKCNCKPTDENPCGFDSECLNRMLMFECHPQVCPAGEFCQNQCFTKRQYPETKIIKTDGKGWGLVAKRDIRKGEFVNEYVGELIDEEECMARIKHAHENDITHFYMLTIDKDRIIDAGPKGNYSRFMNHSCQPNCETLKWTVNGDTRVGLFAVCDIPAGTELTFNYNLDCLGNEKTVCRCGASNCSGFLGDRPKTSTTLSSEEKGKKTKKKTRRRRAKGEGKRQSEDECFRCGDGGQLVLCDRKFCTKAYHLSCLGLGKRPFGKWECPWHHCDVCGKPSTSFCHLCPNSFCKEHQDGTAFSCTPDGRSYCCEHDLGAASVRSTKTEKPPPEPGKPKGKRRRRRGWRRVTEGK
SR-BI DiI inh – blocks mouse SR-BI lipid uptake from DiI-HDL; ldlA[mSR-BI] CHO cells, DiI-HDL uptake fluorescence, 3 h; inhibition, % at 12.5 µM; 320,000 compounds, 0.96% hits; AID 488896;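 active = mean replicate inhibition of at least 70% and a set share of replicates each scoring 70 or more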;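 also: 0% = median of neutral control wells and 100% = median of positive control wells; values of inactives mirror those of a sister screen read the other way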
PKA-R2B act – PKA-R2B complex activation; 340,000 compounds, 0.079% hits; activation, % at 11.4 µM; AID 504700; PKA-R2B holoenzyme dissociation, Cy5-IP20 fluorescence polarization; R2B truncated from residue 108, S112A mutant; 0% DMSO only, 100% 113 µM cGMP;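 active = activation above a cutoff set at the mean over all compounds plus 3 SD, cut at about 18% in these data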;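 also: higher means more holoenzyme dissociation and a rise in polarization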
Mot1-301 SUMO – inhibitors of SUMOylation pathway: yeast Mot1-301 growth rescue; S. cerevisiae Mot1-301 growth rescue, ATP luminescence, 38.5C; percent above DMSO median, 100 means doubled; growth rescue, % at 18.8 µM; 320,000 compounds, 1% hits; AID 2716;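 active = every valid replicate shows activation above 250% relative to neutral control wells; inactive = the rest, any valid replicate at or below 250%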;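 also: OY570 slx delta 5 strain wells were the positive control but not used for scaling; some compounds called inactive have numbers as strong as hits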
dFosB act – mouse delta FosB homodimer activation. activation, % at 25 µM. AID 493131. 340,000 compounds, 0.99% hits. P13346. purified delta FosB, TAMRA-CDK5 oligo fluorescence polarization; percent of positive-control signal above neutral wells;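 active = mean activation above about 17%, with every replicate also reaching it, limit read from the data, passing the limit was not always enough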;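 also: fluorescence polarization rise as delta FosB binds a TAMRA Cdk5 AP-1 oligo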
CDK5 p35 inh – inhibitors of human CDK5/p35 kinase. inhibition, % at 10 µM. 330,000 compounds, 0.01% hits. AID 488839. Q00535+Q15078. Recombinant CDK5/p35, ADP-Glo luminescence, 60 min;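 active = highest replicate inhibition of at least 50% and at least 75% of replicates reaching 50%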;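 also: plate controls were DMSO neutral control for no effect and GW8510 at 10 µM for full effect; many of its hits are not listed in these tables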
DSG3 Ab inh – human desmoglein-3 autoantibody binding inhibition | 310,000 compounds, 0.48% hits | DSG3-coupled beads, scFv-anti-DSG3-GFP binding, flow cytometry; hits give low values | AID 588358 | P32926 | binding (percent of control), % at 10 µM;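 active = binding more than 3 SD below its plate's average and above zero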;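 also: hits lower antibody fragment binding to DSG3; some compounds called inactive have numbers as strong as hits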
SR-BI uptake up – enhances SR-BI lipid uptake from DiI-HDL. activation, % at 12.5 µM. CHO ldlA[mSR-BI] cells, DiI-HDL uptake fluorescence, 3 h; 100 = double the neutral-control signal. 320,000 compounds, 0.096% hits;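 active = mean replicate activation of at least 60% and every replicate at or above 60%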;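 also: 0% = median plate neutral-control signal and 100% = twice that signal; values of inactives mirror those of a sister screen read the other way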
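System: CHO ldlA[mSR-BI] cells / Medium: HEPES-buffered (25 mM, pH 7.4) F12 plus 0.5% BSA / Probe or stimulus: labelled HDL, 10 µg/mL / Doses: single compound concentration, delivered by pin transfer / Schedule: 3 h, 37 °C / Measured by: DiI fluorescence, bottom read / Measure: cell-associated DiI fluorescence as measure of HDL uptake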
Numbers without * were called inactive; x = not tested or not shown.

Fields: PKA-R1A activ	MITF act	Arr AP2 block	NSD2 HMT inh	SR-BI DiI inh	PKA-R2B act	Mot1-301 SUMO	dFosB act	CDK5 p35 inh	DSG3 Ab inh	SR-BI uptake up
> CCOC(=O)C1CCN(C(=O)CCc2nnc3ccc(NCc4ccco4)nn23)CC1
 : -2	1	19	5	-19	1	-3	-19	-1.4	105	19
> O=C(OCCOc1ccccc1)c1cc(S(=O)(=O)N2CCOCC2)ccc1Cl
 : -18	1	-9	-1	36	-6	-10	8	1.4	97	-36
> Fc1ccc(-c2cn3ccccc3n2)cc1
 : -5	22	10	0	x	-10	-24	1	2.2	102	x
> CCOC(=O)CN(C)C(=O)CCc1nnc(-c2ccsc2)o1
 : 6	31	2	-2	-13	0	611*	1	-1.9	x	13
> CCc1ccc(CN(C)C(=O)C2CCC(=O)N(CC3CCCCC3)C2)cc1 (centres undefined)
 : -1	17	-2	0	10	3	1	1	-6.6	112	-10
> CC(C)(C)c1ccc(S(=O)(=O)Nc2ccc(Cc3ccncc3)cc2)cc1
 : -1	-4	28	-4	11	-14	-3	-16	-0.1	114	-11
> O=C(Nc1nnc(S(=O)(=O)N2CCOCC2)s1)c1ccccc1
 : -5	x	5	x	5	-3	65	-5	0.8	99	-5
> Cc1c(C(=O)N/N=C/c2cccnc2)sc(N)c1C#N
 : 6	-1	34	-1	17	-12	160	3	1.1	111	-17
> CN(CC(=O)Nc1ccc(S(=O)(=O)N2CCCC2)cc1)Cc1ccc(Cl)c(Cl)c1
 : 6	-15	9	-2	38	4	-1	-12	1.4	x	-38
> CCc1nc2ccccc2c(C(=O)OCC(=O)NC2CCCC2)c1C
 : 0	6	-7	-1	15	-12	-3	-6	0.7	97	-15
> CC(C)Cn1c(N)c(C(=O)COC(=O)c2cccc(F)c2)c(=O)n(C)c1=O
 : -12	15	5	-2	42	0	x	-8	0.9	96	-42
> CN(C(=O)c1ccc(NC(=O)Cc2ccc(NC(=O)C3CCCN(C(=O)CCc4ccccc4)C3)cc2)cc1)C1CC1 (centres undefined)
 : 7	-18	x	x	53	-2	-10	-3	0.1	101	-53
> OC(COc1ccccc1)CN1C2=NCCCN2c2ccccc21 (centres undefined)
 : 4	4	-8	x	0	-2	5	-1	1.5	101	0
> Cc1cc(C(=O)NC2CCCc3ccccc32)c(C)o1 (centres undefined)
 : -17	x	31	3	8	-6	43	-4	-1.3	88	-8
> Cc1cc(NC(=O)COC(=O)c2ccc(F)c(S(=O)(=O)N3CCOCC3)c2)no1
 : -11	x	-2	0	-18	-3	-11	-4	0.5	109	18
> CC(=NNC(=O)CSCC(=O)NN=C(C)c1ccccc1)c1ccccc1
 : 7	-5	10	-3	-3	-7	x	1	-4.4	92	3
> CCCC(=O)Nc1ccc(Cl)c(NC(=O)c2cccnc2)c1
 : -9	-17	2	-2	15	1	-6	-3	2.7	102	-15
> CCCC(=O)Nc1ccc(Cl)c(NC(=O)c2ccc([N+](=O)[O-])cc2Cl)c1
 : 3	2	-2	2	38	-8	-14	-8	-0.7	x	-38
> Cc1ccc(C)n1CCN1CCN(CC(=O)Nc2ccc(S(N)(=O)=O)cc2)CC1
 : 0	-5	-1	x	-28	-9	73	3	-0.2	106	28
> O=C(CCN1C(=O)/C(=C\c2cccc(Br)c2)SC1=S)N1CCOCC1
 : -7	-3	-2	44	-6	-6	19	-1	0.0	106	6
> CCOC(=O)c1cnc(SCC(=O)OCC(=O)NC2CCS(=O)(=O)C2)nc1N (centres undefined)
 : -5	-6	24	0	-1	16	4	-6	-0.4	102	1
> Cc1cc2ccc(C)c(C)c2nc1SCC(=O)c1cccs1
 : -1	x	0	-2	14	-2	-6	-16	-0.4	x	-14
> Cc1ccccc1OCCCN1CCOCC1
 : -3	6	-15	-2	-12	1	17	3	0.1	105	12
> CSc1nnc2c3ccccc3n(Cc3ccccc3)c2n1
 : 0	-5	16	0	13	3	3	6	1.8	x	-13
> Cc1ccc(-c2noc(CN(C)C(=O)c3ccc(Br)o3)n2)cc1
 : 4	2	-7	-1	-12	-8	6	-8	-2.0	99	12
> Cn1c(=O)c2[nH]c(C3CC4CCC3C4)nc2n(C)c1=O (centres undefined)
 : 3	3	35	1	-7	0	x	0	-1.4	x	7
> CC(=O)N[C@@H](Cc1c[nH]c2ccccc12)C(=O)OCC(=O)Nc1cc(C)on1
 : 2	-1	0	-1	-5	-11	x	-5	1.3	93	5
> CCc1cc2c(=O)c(-c3nc4ccccc4n3C)c(COCC(=O)O)oc2cc1O
 : -5	-13	3	-3	-27	-7	-2	3	1.5	102	27
> COc1ccc(-c2nc(CN3CCN(Cc4cccc(F)c4)CC3)c(C)o2)cc1
 : 5	-21	1	-1	-3	15	-10	-3	0.1	93	3
> Cc1cc(C)c(S(=O)(=O)NC2CC(C)(C)NC(C)(C)C2)cc1C
 : 6	-8	12	0	-22	6	-10	0	-0.9	104	22
> Cc1[nH]nc(-c2ccc(O)cc2O)c1-c1ccc(Cl)cc1
 : -15	x	3	2	7	-11	-11	-8	1.2	x	-7
> COc1cc(C)ccc1OCCOCCOc1c(C)cc(C)cc1Br
 : -2	-5	-5	-1	-5	1	2	-3	3.3	x	5
> CN(C)Cc1cnc2ccc(Cl)cn12
 : -2	x	5	1	-26	2	-14	2	-2.1	x	26
> CCCCOC(=O)c1ccc(N/C(=N\S(=O)(=O)c2ccccc2)c2ccccc2)cc1
 : -4	-2	-3	0	26	5	10	-10	-1.4	97	-26
> COc1ccc(C2=NS(=O)(=O)N(C)C(C(=O)NCc3ccc(F)cc3)=C2)cc1OC
 : -7	-3	25	x	29	-6	-25	-5	0.3	100	-29
> COc1cc(/C=C/C(=O)N[C@@H](Cc2c[nH]c3ccccc23)C(=O)O)ccc1O
 : -15	1	4	1	-49	-5	1	6	-1.8	97	49
> O=C1C=CC2=C3c4cc(O)c(O)cc4CC3(O)COC2=C1O (centres undefined)
 : 2	0	25	x	24	-4	x	-22	12	x	-24
> O=C(N/N=C/c1ccccc1C(=O)O)c1cc(-c2ccc3c4c(cccc24)CC3)n[nH]1
 : 3	3	3	5	18	0	9	6	-0.5	108	-18
> COc1cc(OC)cc(-c2nc(-c3ccccc3)no2)c1
 : -7	45	18	2	28	2	132	-10	0.4	96	-28
> O=c1[nH]c2ccc(NC(=S)NCCc3ccccc3)cc2[nH]1
 : 12	1	-15	26	-1	11	306	3	2.1	99	1
> O=C(CSCc1ccccc1Cl)Nc1ccc(C(=O)O)cc1
 : 0	11	15	-3	-6	-1	-5	-5	-0.2	109	6
> Cc1cc(C)c(-c2cc(NC(=O)CSc3nncn3C)n(-c3ccccc3)n2)cc1C
 : -10	2	1	0	32	-8	190	-4	0.2	101	-32
> O=C(OCC(=O)N1CCN(S(=O)(=O)c2ccccc2)CC1)c1ccc([N+](=O)[O-])o1
 : -9	2	10	0	x	1	6	-4	-0.3	114	x
> COCCN1CC(=O)N2C(c3cccc(OC)c3)c3[nH]c4ccccc4c3C[C@H]2C1=O (some centres undefined)
 : 8	-6	6	-2	39	-7	-4	-6	0.7	107	-39
> Cc1onc(-c2c(Cl)cccc2Cl)c1C(=O)NC(C)(C)CO
 : 0	-2	0	1	-31	-4	315	1	3.0	98	31
> O=S(=O)(NCC(c1ccco1)N1CCc2ccccc2C1)c1ccc(Br)cc1 (centres undefined)
 : -2	-8	8	-3	-20	-3	225	-6	-0.8	107	20
> CC(C)NC(=O)c1cc2c(C(F)(F)F)nn(C)c2s1
 : -13	0	2	0	-1	-9	32	-12	-1.8	x	1
> Cc1ccc(CNC(=O)CCn2cc(-c3ccc(F)cc3)nc2-c2ccncc2)cc1
 : 0	6	31	x	-14	3	3	-4	0.8	101	14
> CN(C)CCCNCCCNC(=O)/C(=N\O)c1ccccn1
 : 7	-2	11	1	-22	7	-13	-4	-3.4	103	22
> O=C(Nc1cccc([N+](=O)[O-])c1)Nc1cccs1
 : -2	28	7	5	18	-7	15	-3	1.0	95	-18
> Cn1c(N2CCN(c3ccccn3)CC2)nc2c1c(=O)n(Cc1ccccc1Cl)c(=O)n2C
 : -4	1	2	-1	1	3	-6	3	0.2	96	-1
> Cc1ccc(/C=N/NC(=O)Cc2ccc(Cl)cc2)s1
 : -2	19	1	-2	3	4	-2	-5	-1.8	102	-3
> CCCn1c(N)c(N(CCOC)C(=O)CSc2c(Cl)cccc2Cl)c(=O)[nH]c1=O
 : -5	7	3	0	-4	0	-3	-7	-4.0	x	4
> O=C(Nc1ccc(C(F)(F)F)cc1)c1ccccc1
 : -9	100*	6	x	13	0	13	-6	-3.9	105	-13
> CCn1cc(C2=NC(CCSC)CO2)c2ccccc21 (centres undefined)
 : -7	-4	1	2	-4	-2	82	1	0.5	107	4
> Cc1ccc(CNC(=O)CSc2nnc3c(n2)[nH]c2ccccc23)cc1
 : -1	7	1	0	-47	6	-12	28*	-1.6	92	47
> O=[N+]([O-])c1cc([N+](=O)[O-])c2cc3ccccc3nc2c1
 : -7	-47	13	6	-11	-5	468*	-9	3.0	89	11
> COc1ccccc1N(CCC#N)C(=O)COC(=O)CCC(=O)c1ccc(F)cc1
 : -5	-2	3	0	13	-2	-7	-9	-0.2	95	-13
> Cc1sc2nc(CN3CCN(c4ccc(O)cc4)CC3)[nH]c(=O)c2c1C
 : -5	-6	7	11	3	10	36	-9	2.1	99	-3
> Cc1ccc2nc(-c3ccc(NC(=O)COC(=O)c4cncc(Br)c4)cc3)sc2c1
 : -5	-5	7	0	14	-11	x	-4	-0.2	98	-14
> C[C@@H]1O[C@@H](O[C@H]2[C@H](Oc3cc(O)c4c(c3)OC(c3ccc(O)cc3)CC4=O)O[C@H](CO)[C@@H](O)[C@@H]2O)[C@H](O)[C@H](O)[C@H]1O (some centres undefined)
 : -8	2	19	x	-13	0	6	-3	2.2	109	13
> Cc1ccc(NC(=O)C(C)OC(=O)c2ccc(Cl)nc2)cc1S(=O)(=O)N1CCOCC1 (centres undefined)
 : -5	-16	-1	1	15	-5	x	-4	-1.9	102	-15
